XiGFP reactiv – activators of inactive X chromosome reactivation, primary screen, imaging, XiGFP fibroblasts, GFP high-content imaging, set 2; XiGFP mouse fibroblasts, % GFP-positive cells imaging, 3 d; cells co-treated with 5-aza-dC sensitizer; scaled so ellipticine positive control = 100%; activation, % at 7.58 µM; hit rate 0.055% among 360,000; AID 743238, 2013;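 active means mean normalized replicate activation at least 10% and every replicate at or above 10%; inconclusive means only one of the two criteria met; inactive means mean below 10% and not all replicates reach 10%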;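 further: 0% = median of on-plate neutral control wells and 100% = ellipticine 6 µM median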
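System: XiGFP fibroblasts, SV40-immortalized. Medium: DMEM plus 5-aza-dC sensitizer. Doses: single point. Timing: 3 d treatment, 15 min room-temperature fixation. Control set: ellipticine 6 µM.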
ERAP1 HTS inh – human ERAP1 aminopeptidase inhibitors, primary screen, biochemical, single point, plate reader; recombinant ERAP1, Leu-AMC fluorescence, 60 min; inhibition, % at 10.7 µM; hit rate 0.15% among 340,000; AID 652197, 2013;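 active means mean replicate inhibition of at least 30%, or all replicates individually reaching that 30% level; inactive means mean below 30% and not every replicate reaching it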;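 further: 0% = neutral control wells and 100% = L-leucinethiol positive control wells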
RAD54 inh – inhibitors of human RAD54 branch migration, primary screen, biochemical, fluorescence, single point; AID 602329, 2012; hit rate 0.14% among 360,000; inhibition, % at 10.4 µM; RAD54 Holliday junction branch migration, FAM/BHQ fluorescence; DNA repair and recombination protein RAD54-like (Homo sapiens), Q92698;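 active means mean normalized replicate activity at least 40 and at least half of replicates scoring 40 or more; inconclusive means only one of the two criteria met; inactive means mean below 40 and under half of replicates reaching 40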;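 further: 0% = median of neutral control wells and 100% = median of positive control wells; inhibitors cause a drop in the FAM fluorescence signal; in these data hits start at about 50%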
RAD52 inh – RAD52 DNA annealing inhibitors, primary screen, biochemical, FRET, single point, set 2. inhibition, % at 18.7 µM. DNA repair protein RAD52 homolog (Homo sapiens), P43351. hit rate 0.46% among 360,000. recombinant RAD52 DNA annealing, FRET fluorescence. AID 651710, 2012;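 active means every replicate showing at least 50% inhibition; inconclusive means mean inhibition at least 50% but not in every replicate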
Target sequence (P43351 whole entry, looked up): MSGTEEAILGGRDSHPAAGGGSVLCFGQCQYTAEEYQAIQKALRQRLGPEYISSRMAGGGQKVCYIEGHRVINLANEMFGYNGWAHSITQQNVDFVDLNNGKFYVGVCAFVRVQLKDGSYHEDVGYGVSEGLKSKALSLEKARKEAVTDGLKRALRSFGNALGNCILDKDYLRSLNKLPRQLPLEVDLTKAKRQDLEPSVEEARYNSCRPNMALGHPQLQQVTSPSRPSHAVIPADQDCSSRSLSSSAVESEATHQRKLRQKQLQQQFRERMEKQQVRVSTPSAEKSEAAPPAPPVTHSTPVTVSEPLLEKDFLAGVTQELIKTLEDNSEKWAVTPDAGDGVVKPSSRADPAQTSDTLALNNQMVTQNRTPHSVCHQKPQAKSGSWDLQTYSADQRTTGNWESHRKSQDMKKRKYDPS
E-selectin induc – E-selectin induction in HUVECs, primary screen, imaging, HUVEC, immunofluorescence imaging, single point. P16581. normalized: neutral wells 0, TNF-alpha wells 100. activation, % at 7.58 µM. hit rate 0.37% among 260,000;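 active means mean E-selectin-positive cell signal at least 10% of the positive control, reached in at least 60% of replicates, without over 20% cell loss; inconclusive means no rule given, readout overlaps actives, possibly toxicity-flagged; inactive means the rest, including those meeting only one limit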;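 further: in these data hits start at about 27%; measured in HUVEC primary endothelial cells; signal is the percent of cells scored E-selectin positive by PE staining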
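Assay system: HUVEC, human umbilical vein endothelial cells / Amount: 3,000 HUVEC/well / Controls: TNF-alpha positive control, DMSO neutral control / Compound dosing: single concentration / Medium: EGM-2 over gelatin coat / Evaluation: percent E-selectin-positive cells / Signal: immunofluorescence imaging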
ERp5 inh – inhibitors of ERp5-driven insulin aggregation, primary screen, biochemical, turbidity, absorbance 650 nm, single point; Protein disulfide-isomerase A6 (Homo sapiens), Q15084; 90 min; inhibition, % at 9.99 µM; hit rate 0.05% among 350,000; AID 651711, 2012;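 active means mean replicate inhibition above about 25%, with every replicate also reaching it, limit read from the data, passing the limit was not always enough; inconclusive means only one of those two criteria met; inactive means neither criterion met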
Target sequence (Q15084 whole entry, looked up): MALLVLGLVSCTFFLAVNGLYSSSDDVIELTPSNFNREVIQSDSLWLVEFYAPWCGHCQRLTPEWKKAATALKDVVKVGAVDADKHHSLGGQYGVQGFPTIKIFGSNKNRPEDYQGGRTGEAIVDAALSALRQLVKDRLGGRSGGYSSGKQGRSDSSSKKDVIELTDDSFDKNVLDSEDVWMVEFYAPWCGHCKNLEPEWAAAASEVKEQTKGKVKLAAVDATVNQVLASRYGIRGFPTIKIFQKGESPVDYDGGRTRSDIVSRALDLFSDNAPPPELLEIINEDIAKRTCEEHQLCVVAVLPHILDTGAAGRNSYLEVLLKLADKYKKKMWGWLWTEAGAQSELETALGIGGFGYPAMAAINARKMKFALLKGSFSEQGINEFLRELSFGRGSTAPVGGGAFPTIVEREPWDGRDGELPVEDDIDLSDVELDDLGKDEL
esBAF inh – Bmi1 luciferase reporter increase in mESCs, primary screen, esBAF inhibitor project, mouse ES cells, Bmi1 luciferase knock-in, single point; 24 h; 100% = twice the neutral-well signal; reporter increase, % at 12.5 µM; hit rate 2% among 350,000; in the data active means activation above about 40%; inconclusive means no clear call, values can overlap the other calls;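 further: 0% = median of the plate's neutral control wells and 100% = double that signal; a rise in the Bmi1 reporter signal indicates esBAF inhibition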
S100A4 MyoIIA – inhibitors of S100A4-myosin IIA peptide binding, primary screen, biochemical, fluorescence polarization, TAMRA-MyoIIA peptide; inhibition, % at 10.7 µM; hit rate 0.14% among 360,000; AID 652163, 2013;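 active means mean inhibition of at least 70% across replicates, with every replicate also reaching that level; inconclusive means mean inhibition reaches 70% but some replicates fall short; inactive means mean inhibition below 70%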
Target sequence (P26447 whole entry, looked up): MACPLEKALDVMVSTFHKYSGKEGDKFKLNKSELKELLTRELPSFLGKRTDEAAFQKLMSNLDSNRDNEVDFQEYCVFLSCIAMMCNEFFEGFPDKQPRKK
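System – human S100A4 monomer protein, biochemical binding assay · Buffer or medium – Calcium-containing HEPES buffer, pH 7.2 · Timing – 5 min between mix addition and reading · Also added – TAMRA-labelled myosin IIA heavy-chain peptide probe, 5 nM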
* hit, by the source's call; ? = inconclusive; nt = not tested or not shown; & = joins results of further samples.

SMILES	XiGFP reactiv	ERAP1 HTS inh	RAD54 inh	RAD52 inh	E-selectin induc	ERp5 inh	esBAF inh	S100A4 MyoIIA
CCN(CCO)c1ccc(NC(=S)Nc2cccc(S(=O)(=O)N(C)C)c2)cc1	-0.1	-3	nt	-7	-0.4	-1	0	16
CSCC(=O)NC1CCCN(C2Cc3ccccc3C2)C1 (configuration not stated)	0.1	-3	-3	-4	nt	5	-8	-6
COc1ccccc1-c1nnc(SCC(=O)O)n1-c1ccccc1	0.1	-1	-13	-16	nt	5	-3	-3
Cc1ccc(C)c(N2CCN(C(=O)CCC(=O)Nc3nnc(C(F)(F)F)s3)CC2)c1	0.0	0	-2	-11	nt	2	-5	1
CCOCC(=O)Nc1cc(C)on1	0.4	-2	1	-1	-0.7	-1	-2	-6
COc1ccc(NC(=O)CCc2nnc3ccc(N4CCC5(CC4)OCCO5)nn23)cc1	0.0	1	-6	-11	nt	19	3	-4
CN(C)c1ccnc(Nc2ccc(O)cc2)c1C#N	0.2	0	nt	3	nt	5	nt	-4
CCN(CC)C(=O)C1CCCN(C(=O)c2ccc3nc(-c4cccc(OC)c4)oc3c2)C1 (configuration not stated)	0.1	-1	nt	5	-0.4	-2	nt	1
Cc1ccc(S(=O)(=O)NCN2C(=O)c3ccccc3C2=O)cc1	0.1	0	nt	-6	-0.1	-5	nt	2
CC(=O)Nc1c(Cl)cc([N+](=O)[O-])c2ccccc12	0.2	4	10	-9	-1.2	7	-7	-2
Cc1cc(C(=O)Nc2cccc(-c3ccc(N4CCOCC4)nn3)c2)ccc1[N+](=O)[O-]	0.0	-2	-2	6	0.1	0	nt	-6
N#C[C@@H]1[C@@H](c2ccc(-c3ccc(F)cc3)cc2)[C@H](CO)N1C(=O)Cc1ccccc1	0.4	-2	-1	-71	-0.5	-6	-1	-8
CCCC(=O)N1CCC1(C)C(=O)Nc1ccc2c(c1)CCN2C(C)=O (configuration not stated)	0.0	3	-6	-8	0.1	-1	3	4
CNC(=O)C[C@@H]1CC[C@@H]2[C@@H](COc3ccc(NC(=O)NCc4ccccc4)cc3C(=O)N2C)O1	-0.1	nt	-4	nt	0.0	nt	-2	nt
CN(C)C(=O)[C@H]1[C@H](CO)[C@H]2Cn3c(ccc(C4=CCCCC4)c3=O)[C@@H]1N2Cc1ccccc1	0.8	0	-7	-1	-0.1	2	5	-13
Cc1cc(=O)oc2c(C)c(OCC(=O)NCCN3CCOCC3)ccc12	1.6	1	-5	-9	nt	2	-7	1
CN(C)C(=O)C[C@H]1CC[C@@H]2[C@H](COc3ccc(NC(=O)c4ccc(F)c(F)c4)cc3C(=O)N2C)O1	0.1	-1	-31	4	-0.1	-3	-2	-4
NC1=NN=C(N2N=C(c3ccco3)CC2(O)C(F)(F)F)n2ncnc2C1 (configuration not stated)	0.0	0	nt	-35	nt	-1	nt	1
CC1=C(C(=O)N2CCOCC2)CC(CC(=O)NCCc2ccccn2)C(=O)N1CCC1=CCCCC1 (configuration not stated)	0.1	-2	5	-3	0.0	-4	6	-3
COc1ccccc1C#Cc1cnc2c(c1)C(=O)N([C@@H](C)CO)C[C@H](C)[C@@H](CN(C)C(=O)c1ccc3c(c1)OCO3)O2	-0.3	-6	5	-1	0.4	-7	1	7

Structural class: the entries above with a cyano group
SMILES	XiGFP reactiv	ERAP1 HTS inh	RAD54 inh	RAD52 inh	E-selectin induc	ERp5 inh	esBAF inh	S100A4 MyoIIA
CN(C)c1ccnc(Nc2ccc(O)cc2)c1C#N	0.2	0	nt	3	nt	5	nt	-4
N#C[C@@H]1[C@@H](c2ccc(-c3ccc(F)cc3)cc2)[C@H](CO)N1C(=O)Cc1ccccc1	0.4	-2	-1	-71	-0.5	-6	-1	-8

Structural class, those above with sulfur.
SMILES	XiGFP reactiv	ERAP1 HTS inh	RAD54 inh	RAD52 inh	E-selectin induc	ERp5 inh	esBAF inh	S100A4 MyoIIA
CCN(CCO)c1ccc(NC(=S)Nc2cccc(S(=O)(=O)N(C)C)c2)cc1	-0.1	-3	nt	-7	-0.4	-1	0	16
CSCC(=O)NC1CCCN(C2Cc3ccccc3C2)C1 (configuration not stated)	0.1	-3	-3	-4	nt	5	-8	-6
COc1ccccc1-c1nnc(SCC(=O)O)n1-c1ccccc1	0.1	-1	-13	-16	nt	5	-3	-3
Cc1ccc(C)c(N2CCN(C(=O)CCC(=O)Nc3nnc(C(F)(F)F)s3)CC2)c1	0.0	0	-2	-11	nt	2	-5	1
Cc1ccc(S(=O)(=O)NCN2C(=O)c3ccccc3C2=O)cc1	0.1	0	nt	-6	-0.1	-5	nt	2

(more compounds)
SMILES	XiGFP reactiv	ERAP1 HTS inh	RAD54 inh	RAD52 inh	E-selectin induc	ERp5 inh	esBAF inh	S100A4 MyoIIA
C[C@@H]1CCCCO[C@H](CN(C)S(=O)(=O)c2ccccc2)[C@@H](C)CN([C@H](C)CO)C(=O)c2cc(NS(=O)(=O)c3cn(C)cn3)ccc2O1	0.0	-2	4	6	nt	4	1	3
CO[C@H]1O[C@H](CO)[C@@H](OC(=O)Nc2ccccc2-c2ccccc2)[C@H](OC(=O)Nc2ccccc2-c2ccccc2)[C@@H]1OC(=O)Nc1ccccc1-c1ccccc1	nt	1	nt	-5	nt	0	nt	10
COc1ccc(OC)c(NC(=O)c2cc(-c3c(C)cc(C)cc3O)n[nH]2)c1	0.2	-1	-1	-7	1.2	7	5	-3
O=C(NCc1cccnc1)c1cc(C2CCCN(C(=O)c3ccccn3)C2)on1 (configuration not stated)	0.1	14	5	-2	-0.3	-6	-3	-7
O=C(C[C@@H]1CC[C@H]2[C@@H](COC[C@H](O)CN2Cc2cc(F)cc(F)c2)O1)NCc1cccc(F)c1	0.0	1	-3	-11	0.2	11	-3	1
COC(=O)c1sc(-c2ccc(Cl)cc2)cc1NC(=O)COCC(=O)O	0.2	nt	nt	-16	0.0	7	nt	-4
COc1ccc(CNC(=O)C[C@H]2C[C@H]3c4cc(NC(=O)NC5CCCC5)ccc4O[C@H]3[C@@H](CO)O2)cc1	0.1	2	0	-2	0.8	4	1	1
COc1ccccc1N1CCN(C(=O)c2cc3cc(Cl)ccc3[nH]2)CC1	0.0	0	6	-13	nt	-5	4	-5
CNNC(=S)Nc1ccc(Cl)cc1	-0.1	1	-10	-9	-0.4	4	4	1
OC1CCCN(Cc2ccccc2)C1 (configuration not stated)	nt	0	-3	-12	nt	-1	2	-4
O=C(CNCCN1CCOCC1)Nc1ccccc1Sc1ccccc1	0.2	0	4	-8	-1.2	-8	1	2
Cc1[nH]c(=O)[nH]c(=O)c1CSCC(=O)OCC(=O)c1ccc(Br)cc1	0.3	8	nt	-17	nt	-4	-7	4
C=CCSc1nc2sc3c(c2c(=O)[nH]1)CC(C)(C)OC3	0.0	-3	1	-10	nt	-3	16	1
COc1ccc(C(C(=O)NCC2CCCO2)N(C(=O)CNC(=O)c2cccs2)c2ccc(C(C)=O)cc2)cc1OC (configuration not stated)	0.1	0	nt	-5	nt	-3	-3	2
Cc1ccccc1S(=O)(=O)NC(=O)C1(C)CCN1C(=O)Cc1cccs1 (configuration not stated)	0.3	-5	-5	-18	0.1	1	-4	-3
CCC(C)C1=CC(=Nc2c(C)n(C)n(-c3ccccc3)c2=O)C=C(C(C)CC)C1=O (configuration not stated)	0.0	13	nt	-27	nt	8	1	-3
Cc1ccnc(NS(=O)(=O)c2ccc(NC(=O)C3C4C=CC(C4)C3C(=O)O)cc2)n1 (configuration not stated)	0.2	-1	nt	-10	0.1	4	nt	0
COc1cccc(CNC(=O)[C@@H]2[C@@H](CO)[C@@H]3Cn4c(ccc(C5=CCCCC5)c4=O)[C@H]2N3)c1	0.6	-1	6	-4	0.5	-3	3	-6
CN1C[C@@H]2[C@H](c3ccccc31)[C@H](CO)N2C(=O)c1cccnc1	0.0	2	3	2	0.4	-3	2	12
CC(/C=C/c1ccccc1)=N\NC(=O)c1ccncc1	nt	-1	1	0	nt	1	-4	-7

Single records, from the list above. Values in the order: XiGFP reactiv, ERAP1 HTS inh, RAD54 inh, RAD52 inh, E-selectin induc, ERp5 inh, esBAF inh, S100A4 MyoIIA
Record of CNNC(=S)Nc1ccc(Cl)cc1 : -0.1, 1, -10, -9, -0.4, 4, 4, 1
Record of COc1ccc(C(C(=O)NCC2CCCO2)N(C(=O)CNC(=O)c2cccs2)c2ccc(C(C)=O)cc2)cc1OC (configuration not stated) : 0.1, 0, nt, -5, nt, -3, -3, 2

Later entries
SMILES	XiGFP reactiv	ERAP1 HTS inh	RAD54 inh	RAD52 inh	E-selectin induc	ERp5 inh	esBAF inh	S100A4 MyoIIA
Cc1cc(C)cc(Oc2ccc(-c3nnc(-c4ccccc4)o3)cc2[N+](=O)[O-])c1	0.7	-6	nt	-18	0.1	-5	nt	2
CCOc1ccc(NC(=O)c2ccc(NC(=O)c3ccccc3Br)cc2)cc1	0.0	0	20	3	-0.3	2	-9	1
NC(=S)Nc1cccc2cn[nH]c12	0.5	-6	nt	-7	nt	-3	nt	-9
COCCCN1CN(S(=O)(=O)c2ccc(C)cc2C)c2nc3ccccc3nc21	0.0	1	2	-17	nt	-2	-5	0
Cc1cc(N2CCN(C)CC2)ccc1NC(=O)c1ccc(-c2ccc(Cl)cc2)o1	0.0	3	0	18	0.0	-29	-20	-7
O=C(CN1CCN(S(=O)(=O)N2CCOCC2)CC1)Nc1cc(Cl)ccc1Cl	0.1	0	4	-12	nt	-1	3	-1
COc1cccc(C(=O)Nc2ccc3[nH]ncc3c2)c1	0.0	-1	8	-4	nt	2	0	8
O=C1CNC(=O)N1CC(=O)N1CCCc2ccccc21	nt	1	6	-3	nt	-2	-6	-4
CC(=O)c1cccc(CN2CCN(CCc3ccccc3)C(CCO)C2)c1 (configuration not stated)	-0.1	-3	nt	-15	nt	0	nt	-4
O=C(CNC(=O)c1ccc(S(=O)(=O)N2CCCC2)cc1)N/N=C/c1ccc(Cl)cc1Cl	-0.1	-3	1	-6	-1.3	-4	nt	-2
O=c1c(OCc2ccccc2)cccn1Cc1ccccc1	0.1	-1	1	-7	1.5	2	nt	-4
COc1ccc(-c2cc(C(=O)N(C)Cc3ccccc3)c3ccccc3n2)cc1	0.1	0	6	-16	nt	1	5	-1
CCc1noc(C)c1C(=O)NNC(=O)COc1cc(C)ccc1C	0.7	0	4	-5	3.5	1	5	-2
O=C(CCc1ccccc1)Nc1cccnc1	0.0	-2	-2	-4	nt	-1	35	-1
CCOC(=O)c1c(C)[nH]c(C)c1C(=O)COC(=O)Cc1ccc(OC)c(OC)c1	-0.1	0	2	-10	-0.2	7	0	0
O=C(C[C@@H]1C[C@@H]2c3cc(NC(=O)C4CCC4)ccc3O[C@@H]2[C@@H](CO)O1)NCc1ccc(Cl)cc1	?	0&0	4	-3&3	nt	1&7	-3	-4&4
